V1aR counter = counter-screen for oxytocin receptor agonists: human V1a receptor agonists. P37288. CHO-V1R cells, Fluo-8 calcium fluorescence, agonist mode; 0% DMSO, 100% 3 nM vasopressin. activation, % at 3 µM. hit rate 0.25% among 320,000. AID 2797;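 active = activation above the mean activation of all tested compounds plus 3 SD, per screening run, cut at about 20% in these data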;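 note: signal is peak over basal fluorescence ratio across a 100 second FLIPR read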
Target sequence (P37288 whole entry, looked up): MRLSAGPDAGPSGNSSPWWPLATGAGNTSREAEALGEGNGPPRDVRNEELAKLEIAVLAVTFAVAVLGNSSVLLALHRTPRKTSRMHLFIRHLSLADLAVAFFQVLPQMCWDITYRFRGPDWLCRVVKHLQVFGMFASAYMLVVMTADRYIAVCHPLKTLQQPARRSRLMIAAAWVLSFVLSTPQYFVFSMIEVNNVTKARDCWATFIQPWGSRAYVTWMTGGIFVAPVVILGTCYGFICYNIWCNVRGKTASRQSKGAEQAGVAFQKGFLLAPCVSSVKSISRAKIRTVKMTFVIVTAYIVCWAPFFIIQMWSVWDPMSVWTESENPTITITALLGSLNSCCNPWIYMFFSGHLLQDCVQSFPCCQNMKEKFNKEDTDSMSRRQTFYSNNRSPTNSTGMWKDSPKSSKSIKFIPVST
CHRM1 antagonist = antagonists of human M1 muscarinic receptor; inhibition, % at 3 µM; CHO-K1 hM1, Fluo-8 calcium fluorescence, ACh EC80 antagonist; hit rate 1.3% among 360,000;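 active = percent inhibition above its own plate's cutoff, namely the mean of that plate's compound wells plus 3 SD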;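 note: peak over basal fluorescence ratio during 140 s after agonist addition; 0% = ACh EC80 plus DMSO and 100% = DMSO alone without agonist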
TAAR1 agonist = agonists of human TAAR1; hit rate 0.99% among 360,000; Q96RJ0; activation, % at 3 µM; CHO RD-HGA16 TAAR1, Fluo-8 calcium fluorescence; vehicle wells 0%, saturating PEA agonist 100%; AID 624467;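 active = activation above the mean activation of all test compounds in the run plus 3 SD, cut at about 38% in these data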
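System: CHO RD-HGA16 cells carrying human TAAR1 plus Gα16; Incubation: 17-24 h seeding, 75 min 37 °C dye, 30 min RT; Measured by: Fluo-8 fluorescence, 5 s baseline then 140 s kinetic read; Control set: DMSO and PEA EC100; Replication: single well for each compound.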
OXTR ag = activates the human oxytocin receptor | activation, % at 3 µM | P30559 | AID 2435 | CHO-OTR cells, Fluo-8 calcium fluorescence; normalized: DMSO 0%, oxytocin 100% | hit rate 0.32% among 320,000;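 active = activation above the mean of all tested compounds plus 3 SD, cutoff set per screening run, cut at about 20% in these data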;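 note: peak over basal fluorescence ratio from a 100 s FLIPR kinetic read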
Target sequence (P30559 whole entry, looked up): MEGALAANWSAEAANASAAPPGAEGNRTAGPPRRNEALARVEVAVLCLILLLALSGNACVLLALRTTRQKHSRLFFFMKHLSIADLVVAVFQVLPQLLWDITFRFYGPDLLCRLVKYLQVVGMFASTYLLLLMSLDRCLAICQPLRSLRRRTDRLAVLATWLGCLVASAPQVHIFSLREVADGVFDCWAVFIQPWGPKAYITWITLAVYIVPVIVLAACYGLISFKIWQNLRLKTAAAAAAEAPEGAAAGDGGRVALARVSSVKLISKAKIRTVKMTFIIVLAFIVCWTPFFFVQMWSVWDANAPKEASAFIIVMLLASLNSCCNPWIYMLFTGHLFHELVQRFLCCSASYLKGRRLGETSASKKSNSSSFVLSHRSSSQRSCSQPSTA
OXTR potentiator = human OXTR potentiation; CHO-OTR cells, Fluo-8 calcium fluorescence, potentiator mode; 0% = oxytocin EC15, 100% = EC100; activation, % at 3 µM; hit rate 0.061% among 320,000;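 active = activation above that plate's cutoff, the mean activation of tested compounds plus 3 SD, cut at about 6.6% in these data, passing the limit was not always enough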;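 note: 100% uses oxytocin at 75 nM as the full agonist control; some results filed as inactive read as strong as hits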
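Assay system: CHO cell line stably expressing human OTR | Also added: Oxytocin at about EC15, sub-maximal agonist stimulus | Times: Compound 6 min at room temperature before oxytocin, 100 s read | Measured by: Fluo-8 intracellular calcium fluorescence, ex 470-495, em 515-575 nm | Controls: EC15 oxytocin alone as 0%, 75 nM oxytocin as 100%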
M1 ag = activates human CHRM1 receptor; P11229; CHO-K1 hM1, Fluo-8 calcium fluorescence, agonist mode; 0% DMSO, 100% acetylcholine EC100; activation, % at 3 µM; hit rate 0.33% among 360,000; AID 588814;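 active = activation above the run's mean compound activation plus 3 SD, cut at about 16% in these data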;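 note: peak over basal fluorescence ratio within a 140 s kinetic read after compound addition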
M1 PAM = positive allosteric modulators of human M1 muscarinic receptor; hit rate 0.088% among 360,000; P11229; AID 588819; activation, % at 3 µM; CHO-K1 hM1, Fluo-8 calcium fluorescence, ACh EC20; 0% = ACh EC20, 100% = maximal ACh; in the data active = activation above about 19%, passing the limit was not always enough
CHO parental Ca = counter-screen: ATP calcium response change in parental CHO cells | parental CHO-K1, ATP-induced calcium, Fluo-8 fluorescence | hit rate 0.63% among 330,000 | AID 463079 | inhibition, % at 5.6 µM;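 active = inhibition above that plate's mean sample inhibition plus 3 SD, cut at about 26% in these data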;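 note: 0% = ATP-challenged DMSO wells and 100% = DMSO wells without ATP; some compounds past the cut are filed as inactive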
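Measured by: calcium-sensitive Fluo-8 fluorescence / Test system: CHO parental line / Controls: ATP-challenged DMSO wells low, unchallenged DMSO wells high / Measure: % inhibition / Compound: single nominal dose of 5.6 µM per compound / Replicates: single well per compound, no replicates / Reagent: ATP as calcium-mobilizing challenge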
TAAR1 antagonist = antagonists of human TAAR1; Q96RJ0; inhibition, % at 3 µM; CHO RD-HGA16 TAAR1, Fluo-8 calcium fluorescence, antagonist; hit rate 1.5% among 360,000;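 active = inhibition above a per-plate cutoff, the mean inhibition of test compounds on that plate plus 3 SD, cut at about 49% in these data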;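 note: 0% = DMSO plus EC80 beta-PEA response and 100% = DMSO alone without agonist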
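Material: CHO RD-HGA16 cells bearing hTAAR1; compound dosing: one-point dosing, 3 µM nominal final; schedule: dye loading 75 min at 37 °C, then 30 min room temperature; measured by: calcium fluorescence with Fluo-8; control set: vehicle and agonist controls; replication: n of 1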
An asterisk follows results filed as active; . = no result given. Random draw from the library; 3.7% or so of the library scored in one or more.

SMILES	V1aR counter	CHRM1 antagonist	TAAR1 agonist	OXTR ag	OXTR potentiator	M1 ag	M1 PAM	CHO parental Ca	TAAR1 antagonist
COc1cccc(-c2nc(CS(=O)(=O)CC(=O)NC3CCCc4ccccc43)c(C)o2)c1 (stereo not drawn)	-0.7	2	2	-1.3	-9	2	7	-20	-18
CC1CCN(C(=O)CSc2nnc3ccc(-c4cccnc4)nn23)CC1	-0.6	-4	-1	-1.9	-14	-4	7	-10	-2
COc1ccc(CC(=O)Nc2ccccc2C(=O)N2CCOCC2)cc1	0.3	3	1	0.2	-4	-7	-4	-3	-7
CCC(=O)N1CCN(c2ccccc2NC(=O)COc2ccccc2Cl)CC1	1.1	11	14	0.1	-7	-5	-7	-16	28
O=C1NC(CCc2ccccc2)C(=O)N1CCOc1cccc(Br)c1 (stereo not drawn)	0.4	2	59*	-0.7	-11	-6	2	-22	-14
C=CCN(c1ccc(C(=O)N2CCCC2)cc1)S(C)(=O)=O	0.6	-2	1	-0.2	-6	-4	1	-3	1
CCOC(=O)C1C(=O)NC(N2CCCCC2)=NC1c1ccccc1 (stereo not drawn)	0.2	-1	18	0.5	1	-6	-3	3	-1
COc1cccc(NC(=S)N(C)C2CCN(C)CC2)c1	-0.4	0	-1	1.0	-1	-5	-2	-10	-3
CC1(C)Cc2c(cnn2-c2cccc(F)c2)C(NC(=O)CN2CCCC2=O)C1 (stereo not drawn)	0.7	-4	1	-0.3	-4	-2	6	-4	-6
O=C(COc1ccc(Cl)cc1)Nc1nc(-c2cccs2)cs1	0.8	20	19	-1.5	-29	-2	-12	-8	68*
Nc1nonc1-n1nnc(C(=O)N/N=C/c2ccccc2F)c1CN1CCOCC1	0.5	4	1	-0.5	0	-6	-2	-12	-24
CC(=O)Nc1ccc(S(=O)(=O)N2CCC(C(=O)NCCC(=O)NCc3ccccc3)CC2)cc1	0.1	-4	2	1.0	3	-3	8	9	-13
O=C(CNC(=O)c1ccc(Br)cc1)NCC(=O)OCC(=O)c1ccc(F)cc1	.	-9	0	.	.	-2	5	.	-22
CC1CCN(S(=O)(=O)c2ccc3c(c2)N(CC(=O)NCCCOC(C)C)C(=O)CO3)CC1	-0.2	-7	2	-1.6	-4	-5	3	-14	-7
CCCN(CCC)C(=O)Cn1c(=O)c2ccccc2n2c(=S)sc(-c3ccccc3C)c12	0.6	-1	-1	-0.9	0	-6	-3	-11	2
Cc1ccc(NC(=O)c2oc(=O)c3ccccc3c2-c2ccccc2)c(C)c1	-0.5	0	2	-2.3	-6	-9	-4	-13	12
Cc1cc(CCN2CCC(=O)NC2=O)ccc1OC(C)C	0.5	2	1	0.9	-4	-3	0	-1	-7
Cc1nnc(NC(=O)c2ccc(S(=O)(=O)N3CCCCC3)cc2)s1	1.9	-3	3	0.6	-3	-3	6	-1	-7
CC(CCc1ccccc1)NC(=O)COC(=O)c1ccc(F)cc1 (stereo not drawn)	2.3	-11	-3	0.1	0	-9	3	4	-5
Cc1ccc(S(=O)(=O)N(C)c2ccc(C(=O)NCC(c3ccccc3)N3CCCC3)cc2)cc1 (stereo not drawn)	.	6	6	.	.	-7	-12	.	-17

Record cards (already shown). Values in the order: V1aR counter	CHRM1 antagonist	TAAR1 agonist	OXTR ag	OXTR potentiator	M1 ag	M1 PAM	CHO parental Ca	TAAR1 antagonist
C=CCN(c1ccc(C(=O)N2CCCC2)cc1)S(C)(=O)=O is entered as 0.6	-2	1	-0.2	-6	-4	1	-3	1
CCC(=O)N1CCN(c2ccccc2NC(=O)COc2ccccc2Cl)CC1 is entered as 1.1	11	14	0.1	-7	-5	-7	-16	28
CC1CCN(C(=O)CSc2nnc3ccc(-c4cccnc4)nn23)CC1 is entered as -0.6	-4	-1	-1.9	-14	-4	7	-10	-2
Cc1nnc(NC(=O)c2ccc(S(=O)(=O)N3CCCCC3)cc2)s1 is entered as 1.9	-3	3	0.6	-3	-3	6	-1	-7

Next part
SMILES	V1aR counter	CHRM1 antagonist	TAAR1 agonist	OXTR ag	OXTR potentiator	M1 ag	M1 PAM	CHO parental Ca	TAAR1 antagonist
Cc1coc2cc3oc(=O)c(CCC(=O)NCc4ccccn4)c(C)c3cc12	3.3	1	-1	3.3	-1	-7	0	-15	-15
COc1ccc(/C=C/C(=O)NCCc2ccc(S(N)(=O)=O)cc2)cc1	0.0	3	0	-1.7	1	-6	-1	-4	6
CN(Cc1cccc(F)c1)C(=O)CN1C(=O)NC2(CCc3ccccc32)C1=O (stereo not drawn)	0.6	0	1	1.5	-7	-1	2	-17	8
O=C(CCc1ccccc1)Nc1ccc(N2CCOCC2)c(Cl)c1	1.7	3	3	0.4	-14	-3	4	-8	11
Cc1ccccc1NC(=O)C1=CC=CN2CCS(=O)(=O)N=C12	1.0	-11	3	0.7	-1	-2	10	-13	-11
COc1cc(C(=O)N(C)C2CCCCC2)ccc1OC1CCN(C(C)=O)CC1	0.9	-15	-1	-0.2	-7	-4	12	-2	16
COc1ccccc1NS(=O)(=O)c1ccc(C)c(C(=O)NC2=NCCS2)c1	-0.3	-4	13	1.0	-3	-1	8	-17	3
NS(=O)(=O)c1ccc(N2N=C(c3ccccc3)CC2c2ccccc2)cc1 (stereo not drawn)	-0.2	-2	9	-1.4	-7	-6	1	-18	26
Cn1ccnc1SCC(=O)Nc1ccc([N+](=O)[O-])cn1	.	-21	1	.	.	-2	16	.	-10
O=C(c1cc(-c2ccc(Cl)c(Cl)c2)on1)N1CCN(c2ccccc2)CC1	0.6	-4	9	-0.1	-9	-3	0	-8	1
CCOC(=O)c1c(C)c(-c2ccccc2)n(CC(=O)N2CCCC2)c1C	5.3	-22	1	-1.3	-4	-4	9	-15	-24
S=C(Nc1ccc(Cl)cc1)Nc1cccc2cnccc12	1.6	0	14	3.0	-1	-2	-5	-23	2
NC1=NC(=O)/C(=C\C=C\c2ccccc2)S1	-1.1	-8	1	-1.4	-2	-5	9	-13	-2
COC(=O)NC(NS(=O)(=O)c1ccccc1)(C(=O)OC)C(F)(F)F (stereo not drawn)	-0.3	-3	1	0.6	1	-4	1	0	-17
COc1ccc(CC2(CO)CCN(CC3=Cc4cc(Cl)ccc4OC3)CC2)cc1	19	27*	17	23*	-33	-10	-33	64*	11
COc1ccc(C2/C(=C(\O)c3ccc4c(c3)OCCO4)C(=O)C(=O)N2CCCn2ccnc2)cc1 (stereo not drawn)	0.2	-7	1	0.1	-2	-4	5	-16	-20
O=S(=O)(c1ccc2ccccc2c1)N1CCOCC1	0.1	-6	4	1.1	-3	-5	9	12	1
CCCc1ncc(C(O)c2ccccc2OC)n1C (stereo not drawn)	1.0	0	5	0.4	-4	-13	-1	-12	8
CCC(=O)N1CCc2cc(Br)cc(S(=O)(=O)N3CCC(C(=O)NC(C)C)CC3)c21	1.8	12	1	-0.6	-8	-4	-4	-8	3
COc1ccc(NC(=O)N2CCC(c3ccccc3)C2)c(OC)c1 (stereo not drawn)	0.1	-2	0	-1.7	-3	-2	-1	-11	-2
CCn1c(=O)c2cc(S(=O)(=O)NCc3ccccc3)ccc2n(CC)c1=O	-0.1	9	11	-0.4	-7	-7	0	-21	-13
Nc1cc(S(=O)(=O)N2CCCCC2)ccc1Oc1ccc(Cl)cc1	1.7	21	18	1.1	-10	-2	-9	-2	3
CC(C)(C)C(=O)N1CCN(c2ccc(Cl)cc2[N+](=O)[O-])CC1	-0.4	-13	4	0.3	-15	-6	9	-2	10
COC(=O)c1cscc1NC(C)=O	1.0	-10	-1	-0.5	-9	-3	1	-3	1
Cc1nc2cc(NCc3nc4ccccc4n3Cc3ccccc3)ccc2n1C	-0.3	-6	2	0.9	-2	-4	3	-29	-3
COc1ccc(NC(=O)c2ccc(COc3ccccc3Br)o2)cc1OC	1.2	10	4	-0.4	-14	-1	0	-16	80*
O=C(N/N=C/c1ccccc1C(=O)O)c1ccc(COc2cccc3cccnc23)cc1	0.0	1	-1	0.0	-1	0	1	-11	-6
CC1(C2CC2)NC(=O)N(CC(=O)Nc2ccccc2F)C1=O (stereo not drawn)	.	-14	1	.	.	-2	9	.	-20
CC[C@@]1(c2ccccc2OC)ON(c2ccccc2C(F)(F)F)C1=O	-0.3	11	16	-1.9	-6	-3	-1	-23	26
C[C@H](N)c1nnc(SCC(=O)N(C)C)o1	0.6	-9	14	1.8	-3	-3	7	-2	2
O=C(NCc1ccccc1)C1CCN(S(=O)(=O)c2ccc(N3CCCC3=O)cc2)CC1	11	-17	2	9.2	-10	-1	12	1	8
O=C(Nc1ccc2cn[nH]c2c1)c1ccc(Cl)c(S(=O)(=O)N2CCOCC2)c1	3.5	-5	13	1.4	-10	-2	-1	6	35
Nc1nc(SCCO)[nH]c(=O)c1NC(=O)c1ccc(Br)o1	1.5	-14	1	0.0	-9	0	5	-10	-7
O=C(CSc1nnc(NC(=O)c2ccccc2)s1)NCC1CCCO1 (stereo not drawn)	-0.3	17	1	-0.7	-7	-3	-6	-10	-22
CCc1nnc(NC(=O)CN2CCN(S(C)(=O)=O)CC2)s1	2.1	-9	0	0.1	-1	-3	5	-5	-9
O=C1CNC(=O)/C1=C/c1ccc(O)cc1	1.3	-6	3	1.1	-6	3	16	2	-24
CC(C)NC(=O)CSc1nnc(-c2ccncc2)n1-c1ccccc1	0.2	-9	3	-0.2	-4	-1	6	1	-6
COc1cccc(/C=C/C(=O)OCC(=O)NCc2ccc3c(c2)OCO3)c1	2.8	-8	2	1.9	-8	-3	6	-24	3
Cc1ccc(C(=O)NCCN2C3=NC[C@H](C(C)C)N3C[C@H]2Cc2ccc(O)cc2)cc1Br	0.9	5	14	0.1	-9	-11	-6	-18	9
O=C1OC2CC3CC1CC(O)(C3)C2 (stereo not drawn)	1.7	-14	13	6.9	-12	1	12	-1	-6
COc1cccc(C(C(=O)NC2CCCC2)N(C(=O)CNC(=O)c2ccco2)c2cccnc2)c1 (stereo not drawn)	1.2	-9	0	0.1	-5	1	14	-13	-20
CCc1c(C)c(C#N)c2nc3ccccc3n2c1N(C)C	-1.1	-12	8	-1.8	-6	-1	10	-28	-4
C[n+]1cccc(/C=N/NC(=O)CC23CC4CC(CC(C4)C2)C3)c1	0.7	-14	-1	0.2	-13	-4	21	3	-14
Cc1oc(-c2cc(F)cc(F)c2)nc1CN1CCSCC1	0.4	-6	-1	-1.1	-4	-2	4	-14	-15
Cc1ccc2cc3c(N)c(C(=O)N4CC(=O)Nc5ccccc54)sc3nc2c1	1.6	.	.	1.1	-3	.	.	-20	.
O=C(CSC1CCCCC1)Nc1ccccc1Br	-1.0	-3	4	-2.6	-3	-12	6	-10	-9

From PubChem BioAssay
